Assay outcomes from PubChem BioAssay.
MT1-MMP act inh: inhibitors of human MT1-MMP activation; GFP/RFP ratio change, % at 20 µM; HT1080 RFP-PRO-GFP cells, GFP/RFP ratio fluorescence, overnight; percent of plate control window, DMSO zero; AID 651647; P50281; actives 0.061% (n = 360,000);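 active means GFP/RFP ratio change of at least 30% with cell ATP level not reduced by more than half and red fluorescence within 50% of control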; further: strong numbers were not always called active
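Material – HT1080 RFP-PRO-GFP cells · Control set – DMSO wells and RFP-L50D-GFP cells · Incubation – overnight cell settling, then overnight compound exposure, 37 °C, 5% CO2 · Compound dosing – single-point 20 µM compound, 1% DMSO · Read-out – GFP/RFP fluorescence ratio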
E coli Lon inh: inhibits E. coli Lon protease. P0A9M0. purified E. coli Lon protease, fluorescence polarization. inhibition, % at 7.94 µM. actives 0.42% (n = 360,000). AID 602123; in the data active means inhibition above about 13%, passing the limit was not always enough;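 further: 0% = enzyme with probe and DMSO and 100% = no enzyme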
PABP1 MLLE inh: inhibitors of microRNA-mediated deadenylation, human PABP1 MLLE binding; P11940; GST-MLLE / FITC-PAM2 fluorescence polarization; inhibition, % at 20 µM; actives 0.36% (n = 360,000); AID 588489; in the data active means inhibition above about 35%, passing the limit was not always enough;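 further: plate controls were DMSO wells with GST-MLLE for no effect and wells lacking GST-MLLE protein for full effect; some results filed as inactive read as strong as hits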
Target sequence (P11940 whole entry, looked up): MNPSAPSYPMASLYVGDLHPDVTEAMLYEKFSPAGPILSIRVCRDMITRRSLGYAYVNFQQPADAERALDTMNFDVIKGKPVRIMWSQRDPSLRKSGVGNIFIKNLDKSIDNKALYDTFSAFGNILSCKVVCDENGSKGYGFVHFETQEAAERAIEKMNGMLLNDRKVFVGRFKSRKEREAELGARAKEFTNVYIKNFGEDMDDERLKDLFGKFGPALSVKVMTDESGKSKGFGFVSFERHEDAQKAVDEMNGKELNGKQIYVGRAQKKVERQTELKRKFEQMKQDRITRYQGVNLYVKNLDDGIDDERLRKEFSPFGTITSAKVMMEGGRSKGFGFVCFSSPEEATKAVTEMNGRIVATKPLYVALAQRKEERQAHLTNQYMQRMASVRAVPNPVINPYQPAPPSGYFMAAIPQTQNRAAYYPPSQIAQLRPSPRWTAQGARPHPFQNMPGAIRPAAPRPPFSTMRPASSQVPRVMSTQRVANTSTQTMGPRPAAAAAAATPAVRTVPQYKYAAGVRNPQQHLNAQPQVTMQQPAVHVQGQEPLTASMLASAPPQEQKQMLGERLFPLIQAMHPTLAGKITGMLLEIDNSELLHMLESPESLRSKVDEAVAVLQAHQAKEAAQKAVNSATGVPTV
FAS-TE inh: FAS thioesterase (human) inhibition; recombinant FAS-TE, OMFH fluorogenic substrate, fluorescence endpoint; P49327; actives 0.67% (n = 360,000); AID 602261; inhibition, % at 15 µM;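 active means compounds whose normalised, plate-corrected inhibition of enzyme fluorescence in the single-dose primary screen is 50% or more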;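 further: 0% = DMSO with enzyme and 100% = substrate without enzyme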
Rin1 Abl inh: inhibitors of human Rin1-Abl protein interaction; P00519+Q13671; TR-FRET Rin1/Abl binding, biochemical; inhibition, % at 7.35 µM; actives 0.4% (n = 360,000); AID 588664; in the data active means inhibition above about 5%, passing the limit was not always enough
Rpn11 inh: inhibitors of human proteasome Rpn11. O00487. human 26S proteasome, Ub4-pepOG fluorescence polarization; 20S core pre-blocked with epoxomicin. calls only at 20 µM. actives 0.59% (n = 360,000). AID 588493;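 active means inhibition at 20 µM, scaled to each plate's controls, above about 33%, limit read from the data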
MsrA inh: bovine MsrA inhibition; purified bovine MsrA, absorbance read-out; inhibition, % at 15.5 µM; actives 0.75% (n = 360,000); in the data active means inhibition above about 4.5%;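 further: 0% = vehicle wells with enzyme and 100% = reference inhibitor wells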
CSN deneddyl inh: blocks human CSN-mediated cullin deneddylation; actives 0.38% (n = 360,000); inhibition, % at 12.5 µM; Purified CSN, SCF-Nedd8-OG deneddylation, fluorescence polarization; Q92905;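 active means pattern-corrected inhibition above about 35%, with an unprinted fluorescence ratio check between 0.5 and 1.5, limit read from the data, passing the limit was not always enough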;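 further: 0% = enzyme with substrate and 100% = substrate without enzyme; some results filed as inactive read as strong as hits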
Target sequence (Q92905 whole entry, looked up, one chain of several): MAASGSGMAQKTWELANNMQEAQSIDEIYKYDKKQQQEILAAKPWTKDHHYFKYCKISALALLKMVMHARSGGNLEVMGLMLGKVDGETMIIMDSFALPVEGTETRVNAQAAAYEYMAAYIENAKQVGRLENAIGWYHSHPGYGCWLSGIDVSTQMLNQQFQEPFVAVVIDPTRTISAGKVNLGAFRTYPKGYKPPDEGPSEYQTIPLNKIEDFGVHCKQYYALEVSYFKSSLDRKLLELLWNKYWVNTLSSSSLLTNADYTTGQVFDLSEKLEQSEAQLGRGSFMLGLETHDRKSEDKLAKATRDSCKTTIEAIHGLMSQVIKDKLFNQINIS
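Assay system: purified human Csn5 enzyme expressed in HEK293T cells; Input: 0.24 nM Csn5 enzyme, final concentration; Reagent: 10 nM SCFSkp2-Nedd8OG; Compound dosing: 12.5 µM single point; Times: reaction 90 min, room temperature; Technique: fluorescence polarization readout.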
MsrA act: activates bovine MsrA enzyme; AID 602163; actives 0.3% (n = 360,000); activation, % at 10.6 µM; purified bovine MsrA, absorbance read-out; in the data active means activation above about 7.5%;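 further: 0% = vehicle and 100% = reference activator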
The depositor's hits bear a star; i = inactive; nt = no result given.

SMILES	MT1-MMP act inh	E coli Lon inh	PABP1 MLLE inh	FAS-TE inh	Rin1 Abl inh	Rpn11 inh	MsrA inh	CSN deneddyl inh	MsrA act
O=C(NCN1CCN(c2ccccc2F)CC1)c1ccccc1	0.4	-4.0	5.8	-10.3	-3.7	i	-0.4	1.9	0.5
Cc1cccc(NC(=O)CSc2nc3ccccc3nc2N2CCCCC2)c1	0.7	7.9	-8.0	15.3	-1.8	i	-0.5	2.6	-6.7
CC(NC(=O)CN(c1cccc(C(F)(F)F)c1)S(=O)(=O)c1ccc(Cl)c([N+](=O)[O-])c1)c1ccccc1 (configuration not stated)	-8.3	0.8	-9.7	48.9	1.0	i	-1.1	4.9	3.8
Cc1ccc(-n2c(=S)[nH]c3[nH]ncc3c2=O)cc1	1.1	-7.0	24.1	-7.0	-1.1	i	0.6	0.7	0.7
OCCN(Cc1ccccc1)CC(O)COc1ccc(-c2ccccc2)cc1 (configuration not stated)	-1.6	6.0	4.2	25.9	-0.5	i	1.4	0.1	-0.4
COc1ccc(OC)c(N(CC(=O)NC2CC2)S(=O)(=O)c2ccc(C)cc2)c1	2.1	-2.0	2.8	-6.6	1.1	i	0.2	0.0	-4.2
Cc1ccc(-c2csc(Nc3ccccc3)[n+]2CCc2ccccc2)cc1	-2.0	-4.1	-3.5	28.8	4.7	i	2.1	1.0	-3.6
Cc1cc(C(=O)N/N=C/c2c(C)nn(-c3ccccc3)c2C)n[nH]1	5.0	-13.9	4.4	-0.1	1.5	i	-0.3	1.9	-2.0
CC(C)CCN(CC(=O)NC1CCCC1)C(=O)C(=O)Nc1ccc2c(c1)OCCO2	-2.0	-0.7	13.5	-2.5	-4.1	i	0.8	1.1	0.5
Cc1ccc2ccc3cccc4ccc1c2c34	-2.9	1.5	-1.2	31.0	-2.7	i	1.2	-8.6	-4.2
C=CCC[C@@H](Cc1ccc(F)cc1)C(=O)OC[C@@H](NC(=O)[C@@H](CC=C)CC(=O)N[C@H](CO)Cc1ccccc1)C(C)(C)C	-15.4	-2.1	-2.7	10.0	4.3	i	-1.7	-1.2	-1.8
Cc1nc(C(=O)NNC(=O)c2c(-c3c(Cl)cccc3Cl)noc2C)cs1	3.4	10.6	-8.5	-8.5	-1.2	i	1.5	3.0	-2.5
CCCCOc1ccc(C(=O)C(CN2CCOCC2)c2ccccc2)cc1 (configuration not stated)	-34.1	-2.6	-11.8	9.6	-1.4	i	0.1	3.2	-3.1
COc1ccc(Nc2nc(-c3cccs3)nc3ccccc23)c(OC)c1	-0.4	0.3	4.1	19.0	2.3	i	0.1	-4.1	-2.7
COc1ccc(Cl)cc1NC(=O)C1Cc2ccccc2CN1S(C)(=O)=O (configuration not stated)	-1.3	2.7	-16.6	11.0	-0.6	i	-0.5	4.8	-7.5
CCC(C)n1[nH]c(=O)c2c(C)cc(C)nc21 (configuration not stated)	-1.9	-6.1	0.5	-7.3	2.7	i	1.7	2.6	-3.5
Cc1c(OCC(=O)NCCCn2ccnc2)ccc2c3c(c(=O)oc12)CCC3	4.5	5.5	16.0	-3.9	-2.1	i	0.3	-5.7	0.1
CC(C)N(Cc1cc2ccccc2[nH]c1=O)C(=O)C(C)(C)C	-0.3	11.8	5.2	-8.9	-1.3	i	0.6	-1.6	-1.6
O=C(CSc1nccn1-c1ccccc1)Nc1ccc2c(c1)OCO2	1.0	4.0	-4.8	2.0	0.2	i	0.5	-2.3	-6.6
COc1ccc(C(=O)O)cc1S(=O)(=O)NC(C)(C)C	-8.4	-6.1	-9.6	-9.4	-1.2	i	0.4	1.8	-6.7
Brc1cccc(-c2nnc3sc(CNC4CCCC4)cn23)c1	-0.7	6.7	-13.7	0.8	-3.3	i	0.2	-1.8	-0.4
CS(=O)(=O)N1CCC(C(=O)N2CCN(c3ccccc3F)CC2)CC1	-2.1	0.3	1.8	-6.4	-0.5	i	1.6	2.4	-0.8
CN(C(=O)C1CCN(S(=O)(=O)c2ccccc2)CC1)c1c(N)n(Cc2ccccc2)c(=O)[nH]c1=O	-2.0	-11.2	4.1	-2.9	0.9	i	-0.1	-2.2	-1.2
CNc1nnc(SCC(=O)c2c(N)n(C3CC3)c(=O)[nH]c2=O)s1	2.8	-4.5	11.7	-4.5	0.1	i	-0.8	-1.1	0.1
Cc1cc(Cl)ccc1NC(=O)COC(=O)c1c(C)noc1C	0.8	-3.2	12.0	-6.2	-2.2	i	-0.6	-3.4	-2.1
Continuation:
SMILES	MT1-MMP act inh	E coli Lon inh	PABP1 MLLE inh	FAS-TE inh	Rin1 Abl inh	Rpn11 inh	MsrA inh	CSN deneddyl inh	MsrA act
Nc1ncc([N+](=O)[O-])c(Oc2ccccc2F)n1	-9.2	-0.3	13.2	-5.4	-0.7	i	0.2	-3.8	-2.9
CCOC(=O)C1CCN(CC(=O)Nc2c(C(=O)OC)n(C)c3cccc(C)c23)CC1	-5.8	-11.1	-6.5	2.9	1.0	i	0.8	-1.0	-2.3
C#C[C@]1(O)CC[C@H]2[C@@H]3CCC4=C(CCC(=O)C4)[C@H]3CC[C@@]21C	2.2	-0.9	1.2	1.3	0.6	i	1.8	-3.8	-2.6
CN(c1ccccc1)S(=O)(=O)c1cc(C(=O)NCCCn2ccnc2)ccc1Cl	-1.0	2.8	-64.6	-7.3	-2.0	i	0.7	0.0	-1.6
CN(C(=O)COC(=O)c1ccccc1Cc1ccccc1)c1c(N)n(Cc2ccccc2)c(=O)[nH]c1=O	-10.6	-3.5	-37.3	9.8	4.1	i	0.0	-3.1	-10.9
COCCN1CCn2c(nc3cc([N+](=O)[O-])ccc32)C1	0.0	-0.7	15.1	6.4	-2.2	i	1.0	0.9	-3.8
COc1ccc(-n2nc3ccc(NS(C)(=O)=O)cc3n2)cc1Cl	4.4	-6.9	-1.0	0.0	1.1	i	0.6	5.2	-2.2
COCCN(C(=O)Cc1cccs1)C(C(=O)NCc1ccc(OC)cc1)c1ccc(C)cc1 (configuration not stated)	-5.1	-4.2	4.7	2.5	2.0	i	2.7	0.7	-0.1
O=C(O)c1ccc(/C=N/NC(=O)c2cc3ccccc3cc2O)cc1	0.8	-8.7	-4.8	-4.6	-2.7	i	5.0*	1.8	-7.9
Cn1c(C(=O)N2CCN(c3ccccc3)CC2)cc2cc(Cl)ccc21	-3.3	3.1	4.6	13.4	-2.2	i	-0.4	1.4	-2.9
CC(C)CNC(=O)C1CCN(S(=O)(=O)c2ccc3c(c2)OCCO3)CC1	-0.3	-0.7	1.1	-6.0	-1.7	i	-1.0	1.3	-2.9
COc1ccccc1C(=O)NCCC(=O)N1CCCCCCC1	-1.5	-5.3	10.2	-7.7	0.6	i	-0.6	-7.6	-7.4
C[C@H]1CN([C@@H](C)CO)C(=O)CCCn2nncc2CO[C@H]1CN(C)S(=O)(=O)c1ccc2c(c1)OCCCO2	3.4	-8.5	12.6	-6.0	2.2	i	0.4	1.9	-8.9
Cc1cc(C)n2nc(-c3sccc3-n3cccc3)cc2n1	-3.8	-2.1	-1.0	15.0	1.1	i	1.3	-1.9	-3.1
COc1ccc(-c2cc(=O)c3cc(OC)ccc3o2)cc1	-0.3	3.5	-9.9	-0.5	0.4	i	-0.5	-1.5	-0.7
Cc1ccc(-c2noc(CNC(=O)c3ccc4c(c3)OCO4)n2)cc1	2.5	-2.4	-8.7	2.7	0.7	i	0.1	4.0	-5.2
O=C(COc1ccccc1[N+](=O)[O-])N1CCN(c2ccccn2)CC1	-0.6	-2.6	-5.6	-4.0	3.1	i	1.3	-1.9	-0.8
CCOC(=O)CSc1nc2ccccc2n1CC(=O)N(C(C)C)C(C)C	2.8	-25.3	-6.4	-7.0	2.7	i	nt	-4.6	-5.0
CC1(C)NC(=O)N(CC(=O)OCC(=O)NC(=O)c2ccccc2)C1=O	-4.9	1.3	-23.3	-5.9	-1.5	i	-1.6	-5.2	-3.2
O=C(NCc1ccc(F)cc1)C1CCCN(C(=O)NCc2ccccc2)C1 (configuration not stated)	4.8	-0.8	8.8	-6.2	2.8	i	0.2	0.4	-1.6
O=c1c2c(nc3cc(-c4ccc(Br)cc4)[nH]n13)CCCC2	7.1	-13.2	8.0	-7.0	1.5	i	1.7	-6.8	-10.2
CCOC(=O)c1ccc(NC(=O)c2nc[nH]c2C(=O)NCC(=O)OC(C)(C)C)cc1	-3.3	8.0	-1.4	17.1	3.2	i	-0.5	-0.4	5.0
CCOC(=O)C(CC)Sc1nc2c(cnn2-c2ccccc2)c(=O)[nH]1 (configuration not stated)	0.2	-2.6	-4.0	1.6	-1.1	i	0.1	0.4	-2.6
COc1ccccc1-c1nc(C#N)c(N2CCN(Cc3ccccc3)CC2)o1	3.6	-2.9	-0.8	15.5	-0.1	i	1.6	-3.4	0.3
O=C(C1CCCN(Cc2cc(Br)ccc2O)C1)N1CCCCC1 (configuration not stated)	-1.5	-6.6	-14.0	-4.0	0.3	i	1.2	-5.8	-1.7

Two records picked at random from those above:
SMILES	MT1-MMP act inh	E coli Lon inh	PABP1 MLLE inh	FAS-TE inh	Rin1 Abl inh	Rpn11 inh	MsrA inh	CSN deneddyl inh	MsrA act
Cn1c(C(=O)N2CCN(c3ccccc3)CC2)cc2cc(Cl)ccc21	-3.3	3.1	4.6	13.4	-2.2	i	-0.4	1.4	-2.9
O=C(COc1ccccc1[N+](=O)[O-])N1CCN(c2ccccn2)CC1	-0.6	-2.6	-5.6	-4.0	3.1	i	1.3	-1.9	-0.8

MsrA inh: what is marked active above
| smiles | MT1-MMP act inh | E coli Lon inh | PABP1 MLLE inh | Rin1 Abl inh | Rpn11 inh | MsrA inh | CSN deneddyl inh | MsrA act |
| --- | --- | --- | --- | --- | --- | --- | --- | --- |
| O=C(O)c1ccc(/C=N/NC(=O)c2cc3ccccc3cc2O)cc1 | 0.8 | -8.7 | -4.8 | -2.7 | i | 5.0* | 1.8 | -7.9 |

(next part)
SMILES	MT1-MMP act inh	E coli Lon inh	PABP1 MLLE inh	FAS-TE inh	Rin1 Abl inh	Rpn11 inh	MsrA inh	CSN deneddyl inh	MsrA act
Oc1ccccc1-c1nc(/C=C/c2ccccc2)nn1-c1ccccc1	-4.4	-0.7	9.5	14.1	-0.7	i	1.7	-8.0	-9.4
CCCc1cc(=O)[nH]c(SCC(=O)N2CCOCC2)n1	-1.0	8.7	-5.3	-1.2	4.7	i	0.5	0.0	-3.6
Cc1ccc(Cn2nnnc2CN2CCC(NC(=O)c3ccc(Br)cc3)CC2)cc1	7.3	-5.1	-25.5	8.8	1.9	i	0.1	-0.2	-2.2
O=C(CNC(=O)c1ccccc1F)Nc1ccncc1	0.7	-6.7	9.8	-5.1	-1.3	i	-1.5	-2.2	-3.2
Nc1cc(-c2ccccc2)nn1Cc1ccc(Cl)cc1	-3.5	9.9	12.1	6.3	-6.1	i	-0.3	2.8	-3.8
CCC(CC)c1nnc(NC(=O)c2c(C)nn(Cc3ccccc3Cl)c2C)s1	3.1	-3.4	1.5	2.5	3.2	i	-1.1	-4.6	-12.9
CC(C)(C)C(=O)NC1=NN(c2c(Cl)cc(Cl)cc2Cl)C(=O)C1	-2.6	3.8	-3.9	-10.7	1.7	i	-1.5	10.1	-11.2
CCCCNC(=O)OCCSCCS(=O)(=O)c1ccc(Cl)cc1	2.9	-5.5	9.2	-4.0	-2.0	i	-0.3	-2.4	-0.5
CCn1c(SCC(=O)NCc2ccco2)nnc1-c1c[nH]c2ccccc12	-0.2	-14.9	-8.1	-6.2	-0.8	i	-0.6	0.0	-5.9
CCCCCC(=O)N1CCCCC1	1.5	-6.8	15.9	-5.7	1.8	i	-1.3	-1.8	-0.9
